Bioassay records from PubChem BioAssay.
a7 integrin act = integrin-mediated muscular dystrophy alleviation activation. AID 624291. Potency, µM (doses to about 38.3 µM), without a hit: top-dose activation, hits mostly activators. alpha7betagal myoblasts, beta-gal FDG fluorescence, 48 h. 0.064% of 350,000 active;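 note: potency is the fitted concentration of half-maximal effect; 100% = response of the positive control SU9516; nearly all actives have a fitted effect of over 60% in size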
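Alpha7betagal+/- myoblasts (passage 13) were plated 16-24 hr, then exposed to compounds (1:260 dilution of DMSO stock) for 48 hours at 37C. After MPER lysis, β-galactosidase reporter activity was read as FDG fluorescence (ex 480/em 540) after 30 minutes.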
S-ASM inh = human S-ASM enzyme inhibition; P17405; placental ASM, HMU-PC fluorogenic substrate, 60 min; Potency, µM (doses to about 57.5 µM), for the others: at the highest dose activity change, negative = inhibition, actives largely listed as inhibitors; 0.006% of 340,000 active; note: potency is the fitted concentration of half-maximal effect
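Steps: dispense placental human ASM, pin compound, wait 10 min at room temperature, add HMU-PC0 substrate at 9 uM final, incubate 60 min at 37 °C, add stop solution raising pH to 10, read fluorescence.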
Eya2 inh = blocks the phosphatase activity of human Eya2; O00167; recombinant Eya2, OMFP fluorescence dephosphorylation (OMFP is methylfluorescein phosphate); Potency, µM (top dose mostly 76.9 µM), for inactives: at the top dose activity, negative = inhibition, most hits filed as inhibitors; 0.006% of 330,000 active; note: potency is the fitted concentration of half-maximal effect; % is set by controls: 0 for no effect and ±100 for the full control effect
Target sequence (O00167 whole entry, looked up): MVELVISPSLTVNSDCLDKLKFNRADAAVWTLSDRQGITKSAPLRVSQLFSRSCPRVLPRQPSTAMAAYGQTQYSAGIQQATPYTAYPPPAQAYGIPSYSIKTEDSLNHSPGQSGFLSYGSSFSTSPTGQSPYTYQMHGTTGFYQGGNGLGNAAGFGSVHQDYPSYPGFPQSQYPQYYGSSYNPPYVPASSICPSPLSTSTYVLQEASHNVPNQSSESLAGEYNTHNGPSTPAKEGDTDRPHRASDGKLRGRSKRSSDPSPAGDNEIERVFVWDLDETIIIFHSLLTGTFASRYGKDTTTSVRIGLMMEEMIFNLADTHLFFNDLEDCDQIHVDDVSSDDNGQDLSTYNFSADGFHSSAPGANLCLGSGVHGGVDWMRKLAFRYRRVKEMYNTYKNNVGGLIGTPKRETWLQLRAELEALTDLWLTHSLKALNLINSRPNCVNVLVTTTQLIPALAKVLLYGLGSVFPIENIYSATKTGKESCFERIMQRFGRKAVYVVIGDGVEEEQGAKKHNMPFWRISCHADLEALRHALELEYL
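Eya2 (0.2 uM) preincubated 10 min at ambient with compound, then OMFP substrate added at 50 uM; 10 min reaction in 50 mM HEPES pH 7.5, 50 mM NaCl, 5 uM MgCl2, 0.05% BSA, 1 mM DTT. Fluorescence read at Ex 485/Em 525 nm.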
ELG1 repair inh = ELG1-dependent DNA repair inhibition. 2.3% of 330,000 active. Potency, µM (doses to about 46.1 µM), without a hit: at the top dose activity change, negative = inhibition, usual class: inhibitors. HEK293T ELG1-luciferase reporter, luminescence, 16 h; DNA damage induced by 5-fluorouridine; note: potency is the fitted concentration of half-maximal effect; % is set by controls: 0 for no effect and ±100 for the full control effect; nearly all actives have a fitted effect of over 55% in size
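Step one: seed 2,000 cells per well. Step two: pin-transfer compound or DMSO alongside 5-fluorouridine. Step three: incubate 16 hr, 37 °C, 5% CO2. Step four: add ONE-Glo, wait 30 min, read luminescence.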
A-T KAP1 phos = potential ataxia-telangiectasia treatments restoring KAP-1 phosphorylation. Potency, µM (doses to about 57.5 µM), without a hit: at the top dose activation, actives largely listed as activators. […] A-T fibroblasts, KAP-1 phosphorylation AlphaLISA; neocarzinostatin DNA damage 30 min before lysis. 0.19% of 320,000 active. AID 485349; note: potency is the fitted concentration of half-maximal effect; % of control where 0% means no effect; nearly all actives have a fitted effect of over 45% in size
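hTERT-immortalized A-T patient fibroblasts ([…]), 500 cells/well in OPTI-MEM, 1% FBS, got compounds for 60 min, then NCS for 30 min at 37C. Lysates were then assayed for phospho-KAP-1 by AlphaLISA (anti-pKAP1 donor, anti-KAP1 acceptor beads), 6 hr at 25C.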
PTAP TSG101 blk = blocks PTAP/TSG101 interaction to inhibit HIV-1 budding; Q99816; Fluorescence polarization, FITC-PTAP peptide / Tsg101 binding; Potency, µM (series often up to 115 µM), inactives show at the top dose activity change, negative = inhibition, hits mostly inhibitors; AID 493005; 340,000 tested, under 10 active; active = well fitted inhibition curve with a large enough effect in the main read-out, with a control signal flat, not every such curve was filed as active; inconclusive = small, poorly fitted or top-dose-only effect, or effect the other way, or a change in a side signal; inactive = no such curve, though single readings can be large or run the other way; note: potency is the fitted concentration of half-maximal effect; % of control where 0% means no effect
Target sequence (Q99816 whole entry, looked up): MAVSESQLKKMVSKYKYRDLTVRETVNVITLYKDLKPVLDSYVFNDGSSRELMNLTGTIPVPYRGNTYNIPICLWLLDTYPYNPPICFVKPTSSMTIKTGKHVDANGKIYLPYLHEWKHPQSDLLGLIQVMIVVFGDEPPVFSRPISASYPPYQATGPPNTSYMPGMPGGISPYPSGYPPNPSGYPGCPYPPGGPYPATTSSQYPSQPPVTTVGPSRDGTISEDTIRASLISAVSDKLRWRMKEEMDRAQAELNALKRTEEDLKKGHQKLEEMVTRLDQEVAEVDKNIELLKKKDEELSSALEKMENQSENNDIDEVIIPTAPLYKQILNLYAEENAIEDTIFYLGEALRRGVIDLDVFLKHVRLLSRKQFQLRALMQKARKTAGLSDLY
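Steps: Tsg101 binding domain dispensed (10 uM final), compounds pinned in DMSO, FITC-labeled PTAP-motif peptide added (50 nM final); after 20 min binding at room temperature, polarization measured.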
Chronic BCR inh = blocks chronic active B-cell receptor signaling; ABC-DLBCL IkBa-CBG/CBR reporter, luminescence ratio, 4 h; Potency, µM (top dose mostly 46.1 µM), without a hit: at the highest dose ratio change, negative = lower green/red ratio, usual class: inhibitors; 0.05% of 340,000 active; active = well fitted inhibition curve with a large enough effect in the signal ratio, with a control signal flat, not every such curve was filed as active; inconclusive = small, poorly fitted or top-dose-only effect, or effect the other way, or a change in a side signal; the % refers to the signal ratio;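 note: potency is the fitted concentration of half-maximal effect; plate controls were basal doxycycline-induced cells for no effect and cells given 10 µM MG132 for full effect; MG132 reads +100%, hits lower the ratio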
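TMD8 human ABC-DLBCL cells with doxycycline-inducible IκBα–green luciferase fusion and unfused red luciferase, in 0.5% FBS medium; compounds up to 46 uM, 4 h at 37C. Green/red luminescence ratio, filter-overlap corrected, fitted to concentration-response curves.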
TSHR antagonist = antagonists of human thyroid stimulating hormone receptor. P16473. TSHR-expressing cells, TSH-stimulated cAMP HTRF, 2 h; stronger effect = lower value. activity change, negative = inhibition, % at 11.5 µM. 0.2% of 330,000 active;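 active = activity change below a set negative limit, meaning inhibition stronger than a set level, cut at about -70% in these data; inconclusive = activity change between two set negative limits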; note: % is set by controls: 0 for no effect and ±100 for the full control effect
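Read-out is FRET at 665 nm (cryptate excitation 337 nm) from a cryptate-tagged anti-cAMP antibody, competed by cell cAMP against cAMP-d2. Compounds are tested on freshly harvested TSHR cells challenged with 4nM TSH (EC80) for 2 hours at 37 deg C.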
TCR act = activates T cell receptor signaling; AID 504894; 330,000 tested, under 10 active; Potency, µM (titrated, usually from 9.22 µM), for the others: top-dose activation of IL-2 secretion, actives largely listed as activators; primary human leukocytes, anti-CD3, IL-2 HTRF, 48 h; note: % of control where 0% means no effect
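IL-2 release read by HTRF sandwich (Eu cryptate donor, d2 acceptor, 665 nm emission) after 48 hr exposure of primary human leukocytes to compound together with anti-CD3 beads in the absence of co-stimulatory signals.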
Mito fusion act = blocks mitochondrial division or promotes mitochondrial fusion; S. cerevisiae fusion-defective mutant growth rescue, CellTiterGlo 48 h; Potency, µM (doses to about 46.1 µM), without a hit: at the top dose growth rescue (activation), most hits filed as activators; 0.23% of 320,000 active; AID 485298;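 note: potency is the fitted concentration of half-maximal effect; % of control where 0% means no effect; nearly all actives have a fitted effect of over 45% in size; temperature-sensitive fusion mutants such as fzo1-1 at 37 °C on non-fermentable ethanol glycerol medium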
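Read-out: ATP-based luminescence (CellTiterGlo, 10 min ambient) reporting growth of fusion-defective ts yeast after 48 hours at 37C on glycerol/ethanol YPEG medium in the presence of compound.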
Tb PFK block = blocks T. brucei phosphofructokinase | O15648 | T. brucei PFK, ADP-Glo luminescence | Potency, µM (highest dose often 57.5 µM), inactives show at the top dose activity, negative = inhibition, hits mostly inhibitors | 0.17% of 330,000 active;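 note: potency is the fitted concentration of half-maximal effect; 0% = uninhibited 1x PFK enzyme wells and -100% = no-enzyme wells; nearly all actives have a fitted effect of over 60% in size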
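ADP-Glo luminescence quantified ADP after 45 min at room temperature, with 1.25 nM T. brucei PFK, 0.1 mM ATP and 0.5 mM fructose-6-phosphate in pH 8.0 TEA buffer. qHTS titrations up to 57 µM; curves classified by quality.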
The depositor's hits bear a star; ? = inconclusive; nt = not tested or not shown; [ ] = dose if it differs, or a comment. Unless noted, calls come from the whole dose curve; as a rule, active = well fitted curve in the direction sought with a large enough effect; inconclusive = small, poorly fitted or top-dose-only effect, or another doubt; inactive = no such curve, though single readings can be large; an effect the other way counts as inactive or inconclusive. Rows were taken by chance, and some 3.2% of all compounds hit somewhere here.

SMILES	a7 integrin act	S-ASM inh	Eya2 inh	ELG1 repair inh	A-T KAP1 phos	PTAP TSG101 blk	Chronic BCR inh	TSHR antagonist	TCR act	Mito fusion act	Tb PFK block
COc1ccc(N2CCn3c2nc2c3c(=O)n(CCc3ccccc3)c(=O)n2C)cc1	nt	nt	10%	3%	-15%	nt	5%	4	nt	6%	-2%
NC(=O)C1(N2CCCCC2)CCN(C(=O)c2ccccc2)CC1	8%	4%	2%	?	1%	1%	?	2	-8%	-2%	-4%
C=CCN1C(=O)c2ccc(C(=O)OCC(=O)Nc3ccccc3OC)cc2C1=O	18%	1%	-3%	12%	-3%	-5%	2%	-12	-3%	-5%	-5%
COc1ccc(CC(=O)NNC2=Nc3cccc4cccc2c34)cc1	-12%	40%[activator]	-25%	0%	7%	-3%	-1%	-2	-5%	2%	6%
CCc1ccc(NSc2ccccc2[N+](=O)[O-])cc1	-41%	-22%	-2%	-28%	2%	-3%	-1%	-5	5%	?	-4%
O=C(c1ccccc1)c1ccccn1	39%	5%	7%	-8%	4%	0%	-4%	18	-3%	1%	-1%
CCc1ccc(OC)c(S(=O)(=O)NCCOc2ccccc2)c1	2%	-2%	0%	-17%	21%	-3%	-3%	25	-26%	2%	-5%
Nc1ccc(NC(=O)c2ccc(C(=O)Nc3ccc(N)cc3)cc2)cc1	3%	1%	-7%	11%	3%	-8%	2%	-10	2%	4%	?
O=C(COc1ccccc1Cl)NNC(=O)Cn1[nH]c(=O)c2ccccc2c1=O	-28%	2%	-2%	-1%	-4%	-4%	?	-17	3%	-1%	0%
O=C(CC1CCCCC1)OCn1nnc2ccccc2c1=O	30%	0%	4%	?	nt	-3%	-22%	-5	0%	15%	0%
CCOC(=O)CNC(=O)CSc1ncnc2c1cnn2-c1ccc(Cl)cc1	24%	6%	13%	-4%	-4%	-2%	5%	-8	2%	-2%	-4%
O=C(CSC(=S)N1CCOCC1)c1cc2ccccc2oc1=O	-50%[inhibitor]	-4%	14%	?	9%	-3%	?	-6	1%	-6%	0%
CC(=O)Nc1ccc(NC(=O)C(C)N(C)CC(=O)Nc2ccccc2Br)cc1 (stereo not given)	-38%	-2%	-21%	3%	-9%	-2%	0%	10	-1%	1%	7%
Cc1ccsc1/C=N/n1c(C2CCCCC2)n[nH]c1=S	19%	2%	3%	5%	0%	-2%	?	-6	1%[46.1 µM]	-5%	5%
CC(NC(=O)CCc1nnc(CCCc2ccccc2)o1)c1ccccc1 (stereo not given)	-4%	-1%	8%	?	0%	-2%	5%	-6	2%	-7%	-7%
CCN(CC)CCCNC(=O)c1cc2c(=O)[nH]c3ccc(C)cc3c2s1	-19%	76%[activator]	3%	?	14%	-10%	?	5	2%	-4%	0%
COc1cccc(C2C(C#N)=C(N)Oc3c2oc(CO)cc3=O)c1 (stereo not given)	3%	0%	3%	13%	1%	-2%	0%	-3	2%[46.1 µM]	-3%	-1%
Cc1cccc(C)c1OCc1cc(C(=O)N2CCCCCCC2)no1	-2%	0%	-11%	?	6%	1%	13%	-14	0%	7%	1%
O=C(OCc1cn(-c2ccc(Cl)c(Cl)c2)nn1)c1ccccc1	-4%	-12%	-7%	14%	0%	0%	0%	0	1%	-1%	18%
Cc1cc(C(=O)COC(=O)c2ccc[nH]c2=O)c(C)n1-c1ccc(F)cc1	4%	-1%	-4%	?	-7%	-2%	-1%	-9	-10%[46.1 µM]	5%	4%
CCOc1ccc(/C=N/NC(=O)c2c(C)n(C)c3ccc(OC)cc23)cc1	4%	-2%	4%	?	-5%	0%	-7%	0	-5%[46.1 µM]	-5%	-2%
O=C(CCc1ccc(O)c(O)c1)N/N=C/c1cc2c(cc1[N+](=O)[O-])OCO2	-13%	-1%	4%	8%	0%	-7%	5%	-9	1%	-3%	?
Cc1cc(C)c(NC(=O)CCCSc2nnc(N)s2)c(C)c1	9%	5%	-7%	0%	-1%	-6%	1%	-3	16%	6%	1%
CCc1cc(C(=O)NCC(C)(C)N2CCOCC2)sc1C	3%	2%	-5%	6%	-10%	0%	7%	12	-6%	9%	10%
Cc1cccc(-n2c(SCC(=O)N3CCCC3)nc3n[nH]c(C)c3c2=N)c1	-16%	3%	6%	-15%	-5%	-13%	?	-11	-14%[46.1 µM]	-4%	-6%

The list goes on:
SMILES	a7 integrin act	S-ASM inh	Eya2 inh	ELG1 repair inh	A-T KAP1 phos	PTAP TSG101 blk	Chronic BCR inh	TSHR antagonist	TCR act	Mito fusion act	Tb PFK block
COc1ccc(C)cc1NC(=O)CN1CCN(S(=O)(=O)c2ccc(C(C)C)cc2)CC1	19%	-4%	2%	?	-2%	1%	?	-4	1%	0%	-4%
S=c1[nH]nc(-c2ccc(Cl)cc2)n1CCCN1CCOCC1	-17%	1%	5%	2%	-3%	1%	0%	6	-1%	23%	-1%
O=C(N/N=C/c1cccnc1)c1ccc([N+](=O)[O-])cc1	-3%	-5%	2%	-1%	3%	-3%	-12%	24	8%	2%	-1%
C#CCOCCOCCOCCNc1nc(N2CCN(C(=O)[C@H](C)n3cc(CCCN=C(N)N)nn3)CC2)nc(N2CCN(C(=O)[C@H](C)n3cc(CCCN=C(N)N)nn3)CC2)n1	7%	9%	-6%	14%	-2%	3%	-1%	-2	2%	-3%	0%
O=C1NC2(CCCC2)C(=O)N1Cc1cc(=O)n2ccsc2n1	?	8%	14%	10%	4%	-8%	?	7	-3%	4%	8%
Cc1cccc(-c2noc(CNC(=O)Nc3ccc(F)cc3)n2)c1	-10%	-3%	-9%	-10%	1%	-6%	-9%	-5	-3%	0%	-17%
Cc1c(C(=O)OC/C(O)=C(\C#N)c2nc3ccccc3[nH]2)oc2ccccc12	-8%	1%	9%	13%	-8%	0%	6%	0	3%	22%	-4%
COc1ccc(NC(=O)CSc2nccn2Cc2ccc(F)cc2)c(OC)c1	-1%	1%	-1%	0%	5%	nt	-14%	-8	2%	-1%	-2%
COc1ccc(Nc2nc(C)nc3c2oc2ccccc23)c(OC)c1	18%	254%[activator]	-15%	?	0%	-1%	0%	4	-3%	-11%	3%
COC(c1ccccc1)c1nnc(CCC(=O)N(C)Cc2cccc(-n3cccn3)c2)o1 (stereo not given)	-9%	1%	-3%	?	2%	-2%	0%	-10	-1%	-2%	-2%
CN1CCCCc2c1nc1ccccc1c2N (tested in a mixture with another compound)	-5%[7.66 µM]	-2%	4%	0%	5%	-3%	-1%	8	4%	7%	-3%
CC(C)c1ccc(N(CC(=O)NC2CCCCC2)C(=O)CNC(=O)c2ccco2)cc1	-8%	2%	7%	0%	-1%	-4%	-17%	5	4%	3%	3%
Cc1noc(C)c1C(=O)Nc1ccc(F)cc1	?	4%	8%	?	-2%	-4%	4%	0	-3%	2%	-4%
CCN(CC)CCCN(Cc1cc2cc(OC)ccc2[nH]c1=O)C(=O)Nc1ccc(F)cc1	-60%[inhibitor]	28%	-8%	-1%	nt	-2%	?	0	3%	2%	-1%
COc1ccc(CN2C(=O)c3ccccc3C2C(=O)NC2CCCCCC2)c(OC)c1 (stereo not given)	?	2%	5%	-10%	2%	-6%	-26%	-4	8%	3%	?
N#Cc1cc(Oc2cccnc2)c(Oc2cccnc2)cc1C#N	-8%	-1%	-2%	-3%	2%	-4%	-16%	0	3%	0%	0%
CCOC(=O)N1CCN(C(=O)c2ccccc2NS(=O)(=O)c2ccc(C)cc2)CC1	1%	-3%	4%	8%	7%	1%	0%	17	-1%	3%	18%
CN1CCOc2cc(S(=O)(=O)NCc3ccc(S(N)(=O)=O)cc3)ccc21	24%	1%	6%	-13%	20%	-2%	-12%	10	4%	0%	1%
COc1ccc(C(=O)N/C(=C/c2cccnc2)C(=O)N2CCN(C)CC2)cc1OC	4.5µM*	1%	2%	24%	18%	-7%	10%	29	0%	4%	-4%
